Assay outcomes: PubChem BioAssay, several laboratories
Efa HMGR inh – inhibitors of E. faecalis class II HMGR, primary screen, biochemical, Enterococcus faecalis; inhibition, % at 10 µM; purified E. faecalis HMGR, NADPH absorbance 340 nm kinetic; HMG-CoA reductase (Enterococcus faecalis, mvaE); hit rate 0.41% among 190,000;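 active = inhibition above a set limit, the median over all tested compounds plus 3 SD, cut at about 9.5% in these data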;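 also: enzyme runs in reverse so mevalonate oxidation gives rising NADPH absorbance; 0% = complete reaction with DMSO and 100% = background rate lacking mevalonate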
Redox H2O2 prof – compounds producing H2O2 with reducing agent – biochemical, NIH compound library profiling, artefact control for MLSCN library redox annotation, primary screen | DTT-dependent redox cycling H2O2, phenol red/HRP absorbance; 100% = 100 µM peroxide control, 0% = buffer | activation, % at 10 µM | hit rate 0.03% among 200,000;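 active = activation of at least 50% relative to the plate's high and low controls in the primary single-dose screen; inactive = activation below 50%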;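 also: compound incubated with DTT at 0.8 mM final as the reducing agent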
NF-kB expr up – activators of NF-kB expression in neurons, primary screen, cell-based, HTS. hit rate 1.6% among 190,000. fold change at 12.5 µM. human neuronal cells, NF-kB reporter expression; stronger effect = higher value; in the data active = fold change above about 3.3
Hsp70 activator – Hsp70 transcriptional activators, primary screen, cell-based, HeLa, Hsp70 promoter luciferase, luminescence, 10 µM; HeLa Hsp70 promoter luciferase reporter; scaled: vehicle 0, proteasome-inhibitor control 100%; activation, % at 10 µM; hit rate 0.04% among 200,000;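 active = activation above the mean across all tested compounds plus 3 SD, cutoff set per campaign, cut at about 5.5% in these data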;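 also: 100% = MG132 at 30 µM as the positive control and 0% = DMSO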
APP 5'UTR act – activators of APP 5'UTR luciferase reporter, primary screen, SH-SY5Y cells | SH-SY5Y APP 5'UTR luciferase reporter, luminescence; zero percent = DMSO vehicle wells | activation, % at 2 µM | hit rate 1% among 190,000;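 active = activation above a set limit, based on mean plus 3 SD of controls, cut at about 140% in these data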; also: values of inactives mirror those of a sister screen read the other way
STAT1 inh – STAT1 signaling inhibitors, primary screen, cell-based, HTS, luciferase reporter; NIH 3T3 STAT1-luciferase reporter, IFN-gamma, luminescence; inhibition, % at 5.5 µM; hit rate 0.35% among 200,000; AID 920, 2007;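 active = inhibition above a set limit, the mean inhibition across all tested compounds plus 3 SD, cut at about 34% in these data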;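 also: 0% = IFN-gamma with DMSO and 100% = IFN-gamma with 300 µM nifuroxazide; values of inactives mirror those of a sister screen read the other way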
STAT3 inh – IL-6 driven STAT3 reporter inhibitors, primary screen, U3A cells, luciferase, luminescence, MLSCN library; inhibition, % at 5.5 µM; IL-6 STAT3-luciferase reporter; host cell line lacks STAT1; hit rate 0.89% among 190,000;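 active = inhibition above the mean inhibition across all screened compounds plus 3 SD, cut at about 44% in these data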;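 also: 0% = DMSO only wells and 100% = 100 µM nifuroxazide control wells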
STAT3 act – IL-6 driven STAT3 reporter potentiators, primary screen, U3A cells, luciferase, luminescence, MLSCN library; IL-6 STAT3-luciferase reporter; 100% = signal with IL-6 EC80 alone; hit rate 0.91% among 190,000; activation (% of control), % at 5.6 µM;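 active = activation above the screen-wide mean of compound activation plus 3 SD, cut at about 130% in these data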;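 also: 0% = background luminescence of wells with medium and substrate only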
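System – human U3A cells carrying STAT3-luciferase construct · Probe or stimulus – Interleukin-6, 33 ng/mL · Schedule – compound 1 h, then IL-6 6 h at 37 °C · Signal – luminescence from STAT3-driven luciferase reporter · Evaluation – percent of IL-6-only median luminescence · Benchmarks – IL-6-only high control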
STAT1 activator – STAT1 signaling activators, primary screen, cell-based, HTS, luciferase reporter | NIH 3T3 STAT1-luciferase reporter, IFN-gamma, luminescence; 100% = IFN-gamma alone, no compound | activation (% of control), % at 5.5 µM | hit rate 2.6% among 200,000;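 active = activation above the screen-wide mean activation plus 3 SD, cut at about 130% in these data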;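 also: raw ratio to IFN-gamma control signal so 100% means no change and 0% no light; values of inactives mirror those of a sister screen read the other way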
TLR4 MyD88 comp – inhibitors of TLR4-MyD88 association in cells, primary screen, cell-based, HeLa CL3-4, BLA complementation, FRET ratio; Toll-like receptor 4 (Homo sapiens) + Myeloid differentiation primary response protein …; HeLa CL3-4 TLR4/MyD88 BLA complementation; inhibition, % at 8.4 µM; hit rate 0.18% among 200,000; AID 861, 2007; in the data active = inhibition above about 25%;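 also: 0% = vehicle and 100% = reference inhibitor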
Target sequence (O00206 whole entry, looked up): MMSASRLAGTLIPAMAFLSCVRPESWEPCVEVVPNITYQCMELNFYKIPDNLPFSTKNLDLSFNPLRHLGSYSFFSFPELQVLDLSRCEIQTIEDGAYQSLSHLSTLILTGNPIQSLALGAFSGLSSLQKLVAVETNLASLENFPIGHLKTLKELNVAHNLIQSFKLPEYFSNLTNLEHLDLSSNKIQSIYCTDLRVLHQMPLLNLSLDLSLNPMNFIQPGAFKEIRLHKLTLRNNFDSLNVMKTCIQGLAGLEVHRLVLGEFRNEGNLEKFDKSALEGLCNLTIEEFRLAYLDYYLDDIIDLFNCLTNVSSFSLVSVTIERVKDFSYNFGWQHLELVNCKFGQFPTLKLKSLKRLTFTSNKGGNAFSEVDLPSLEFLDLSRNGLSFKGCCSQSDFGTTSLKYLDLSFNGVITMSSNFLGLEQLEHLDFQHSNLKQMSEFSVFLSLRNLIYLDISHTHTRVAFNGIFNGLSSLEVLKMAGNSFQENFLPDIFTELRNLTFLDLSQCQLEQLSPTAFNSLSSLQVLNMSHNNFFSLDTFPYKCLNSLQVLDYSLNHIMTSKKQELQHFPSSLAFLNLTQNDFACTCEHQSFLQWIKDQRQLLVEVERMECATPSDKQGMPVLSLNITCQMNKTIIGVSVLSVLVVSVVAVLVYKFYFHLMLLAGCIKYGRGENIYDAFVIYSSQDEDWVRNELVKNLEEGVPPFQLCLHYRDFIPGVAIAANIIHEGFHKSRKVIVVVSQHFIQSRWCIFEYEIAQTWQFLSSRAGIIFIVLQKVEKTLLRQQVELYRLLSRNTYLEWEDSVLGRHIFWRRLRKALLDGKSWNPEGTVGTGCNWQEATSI
Target sequence (Q99836 whole entry, looked up): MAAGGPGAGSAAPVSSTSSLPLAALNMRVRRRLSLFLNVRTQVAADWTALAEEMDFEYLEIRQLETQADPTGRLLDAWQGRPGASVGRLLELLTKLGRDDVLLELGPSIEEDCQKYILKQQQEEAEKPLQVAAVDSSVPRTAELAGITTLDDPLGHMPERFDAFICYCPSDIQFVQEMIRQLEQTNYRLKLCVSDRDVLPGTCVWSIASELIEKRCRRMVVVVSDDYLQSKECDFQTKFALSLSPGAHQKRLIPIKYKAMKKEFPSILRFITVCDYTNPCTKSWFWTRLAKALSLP
Numbers without * were called inactive.

O=C(CN1CCCCCC1)Nc1cccc2c1OCO2 was read as Efa HMGR inh -6, Redox H2O2 prof 3.3, NF-kB expr up 1.2, Hsp70 activator -0.4, APP 5'UTR act 0, STAT1 inh -2, STAT3 inh 3, STAT3 act 103, STAT1 activator 102 and TLR4 MyD88 comp -6.
`Cc1cccc(C)c1NC(=O)C(c1ccc(Cl)cc1Cl)N1CCCCC1` (stereo not drawn) gave Efa HMGR inh -7, Redox H2O2 prof 2.0, NF-kB expr up 0.99, Hsp70 activator 0.2, APP 5'UTR act -14, STAT1 inh -6, STAT3 inh 3, STAT3 act 103, STAT1 activator 105 and TLR4 MyD88 comp 1.
Screening Cc1ccc2[nH]cc(C(=O)CCl)c2c1 returned Efa HMGR inh -3, Redox H2O2 prof -0.1, NF-kB expr up 1.7, Hsp70 activator -0.1, APP 5'UTR act 9, STAT1 inh -7, STAT3 inh -2, STAT3 act 105, STAT1 activator 107 and TLR4 MyD88 comp 1.
COC(=O)c1nnn(CC(=O)Nc2cccc(OC)c2)c1C(=O)OC was read as Efa HMGR inh -2, Redox H2O2 prof 0.1, NF-kB expr up 1.2, Hsp70 activator -0.5, APP 5'UTR act -7, STAT1 inh 3, STAT3 inh -1, STAT3 act 100, STAT1 activator 99 and TLR4 MyD88 comp 6.
COc1ccccc1OCc1ccc(C(=O)n2nc(C)c(Cl)c2C)o1 was read as Efa HMGR inh 0, Redox H2O2 prof -2.7, NF-kB expr up 1.2, Hsp70 activator -0.3, APP 5'UTR act 11, STAT1 inh 2, STAT3 inh 12, STAT3 act 94, STAT1 activator 98 and TLR4 MyD88 comp -8.
`CCOC(=O)C1=C(C)N=C2SC(C(=O)OC)=CC(=O)N2C1c1cc(OC)c(OC)c(OC)c1` (stereo not drawn) gave Efa HMGR inh -1, Redox H2O2 prof 0.1, NF-kB expr up 0.98, Hsp70 activator -0.3, APP 5'UTR act 0, STAT1 inh -10, STAT3 inh -10, STAT3 act 115, STAT1 activator 109 and TLR4 MyD88 comp -15.
Cc1ccc(S(=O)(=O)NCCSCc2ccccc2)cc1 was read as Redox H2O2 prof 2.5, NF-kB expr up 1, Hsp70 activator -0.5, APP 5'UTR act 2, STAT1 inh 3, STAT3 inh -1, STAT3 act 106, STAT1 activator 97 and TLR4 MyD88 comp -14.
Screening CC(=O)Nc1ccccc1C(=O)N1CC(C)OC(C)C1 (stereo not drawn) returned Efa HMGR inh -4, Redox H2O2 prof 0.7, NF-kB expr up 1.6, Hsp70 activator -0.1, APP 5'UTR act -7, STAT1 inh 6, STAT3 inh 3, STAT3 act 100, STAT1 activator 95 and TLR4 MyD88 comp -3.
`NC(=O)Nc1ccc(Oc2ncc(C(F)(F)F)cc2Cl)cc1` gave Efa HMGR inh -1, Redox H2O2 prof -0.3, NF-kB expr up 1.1, Hsp70 activator 0.0, APP 5'UTR act 18, STAT1 inh 3, STAT3 inh 11, STAT3 act 96, STAT1 activator 97 and TLR4 MyD88 comp 4.
Screening c1ccc(Cn2nnc3c(N4CCc5ccccc54)ncnc32)cc1 returned Efa HMGR inh -6, Redox H2O2 prof -3.4, NF-kB expr up 1, Hsp70 activator -0.2, APP 5'UTR act -7, STAT1 inh -3, STAT3 inh 13, STAT3 act 92, STAT1 activator 102 and TLR4 MyD88 comp 5.
Screening Cc1cccc(-c2cnn(-c3cccc([N+](=O)[O-])c3)c2N)c1 returned Efa HMGR inh -2, Redox H2O2 prof -2.5, NF-kB expr up 2, Hsp70 activator 0.1, APP 5'UTR act 16, STAT1 inh -13, STAT3 inh 12, STAT3 act 90, STAT1 activator 112 and TLR4 MyD88 comp 4.
`COC(=O)C1C2C=CC3(CN(C4CCCC4)C(=O)C13)O2` (stereo not drawn) gave Efa HMGR inh -9, Redox H2O2 prof -0.2, NF-kB expr up 1.1, Hsp70 activator 0.1, APP 5'UTR act 3, STAT1 inh 9, STAT3 inh 0, STAT3 act 104, STAT1 activator 92 and TLR4 MyD88 comp -5.
CCn1c(C)cc(/C=C2\NC(=O)N(Cc3ccc(Cl)cc3)C2=O)c1C was read as Efa HMGR inh -4, Redox H2O2 prof -3.4, NF-kB expr up 0.98, Hsp70 activator -0.3, APP 5'UTR act -4, STAT1 inh 2, STAT3 inh 10, STAT3 act 95, STAT1 activator 98 and TLR4 MyD88 comp 9.
O=C(CCn1c(=S)oc2ccccc21)Nc1cccc(O)c1 was read as Efa HMGR inh -3, Redox H2O2 prof -2.2, NF-kB expr up 0.87, Hsp70 activator 0.1, APP 5'UTR act 16, STAT1 inh 1, STAT3 inh 11, STAT3 act 100, STAT1 activator 98 and TLR4 MyD88 comp -14.
For COC(=O)CNC(=O)COC(=O)c1cc(SC)ccc1Cl the results were Efa HMGR inh -2, Redox H2O2 prof -0.2, NF-kB expr up 1, Hsp70 activator -0.2, APP 5'UTR act 14, STAT1 inh 0, STAT3 inh 12, STAT3 act 94, STAT1 activator 102 and TLR4 MyD88 comp -12.

The last two records of the part before open the next one:
O=C(CCn1c(=S)oc2ccccc21)Nc1cccc(O)c1 was read as Efa HMGR inh -3, Redox H2O2 prof -2.2, NF-kB expr up 0.87, Hsp70 activator 0.1, APP 5'UTR act 16, STAT1 inh 1, STAT3 inh 11, STAT3 act 100, STAT1 activator 98 and TLR4 MyD88 comp -14.
For COC(=O)CNC(=O)COC(=O)c1cc(SC)ccc1Cl the results were Efa HMGR inh -2, Redox H2O2 prof -0.2, NF-kB expr up 1, Hsp70 activator -0.2, APP 5'UTR act 14, STAT1 inh 0, STAT3 inh 12, STAT3 act 94, STAT1 activator 102 and TLR4 MyD88 comp -12.
`Cc1cccc(NC(=S)NC2CC3CCCC(C2)N3Cc2ccccc2)c1C` (stereo not drawn) gave Efa HMGR inh -4, Redox H2O2 prof -1.4, NF-kB expr up 1.3, Hsp70 activator 0.0, APP 5'UTR act 4, STAT1 inh 10, STAT3 inh 2, STAT3 act 101, STAT1 activator 91 and TLR4 MyD88 comp 20.
For COC(=O)c1sc(N2C(=O)C(O)=C(C(=O)c3ccc(C)o3)C2c2ccc(F)cc2)nc1C (stereo not drawn) the results were Efa HMGR inh -3, Redox H2O2 prof 2.3, NF-kB expr up 1.2, Hsp70 activator -0.4, APP 5'UTR act 7, STAT1 inh 4, STAT3 inh 21, STAT3 act 85, STAT1 activator 96 and TLR4 MyD88 comp -13.
For CC(=O)c1cccc(NS(=O)(=O)N2CCCCC2)c1 the results were Efa HMGR inh -1, Redox H2O2 prof 2.0, NF-kB expr up 0.97, Hsp70 activator 0.2, APP 5'UTR act 8, STAT1 inh -3, STAT3 inh 7, STAT3 act 99, STAT1 activator 103 and TLR4 MyD88 comp 1.
O=C1NC(=O)/C(=C/c2ccc(O)cc2)S1 was read as Efa HMGR inh 3, Redox H2O2 prof -1.2, NF-kB expr up 1.9, Hsp70 activator 0.8, APP 5'UTR act 17, STAT1 inh -32, STAT3 inh -22, STAT3 act 128, STAT1 activator 130* and TLR4 MyD88 comp 1.
Screening CCC(CO)NC(=O)c1ccc(-c2nn(C)c(=O)c3ccccc23)cc1 (stereo not drawn) returned Efa HMGR inh -1, Redox H2O2 prof 0.3, NF-kB expr up 1.1, Hsp70 activator 0.0, APP 5'UTR act 4, STAT1 inh 1, STAT3 inh 8, STAT3 act 97, STAT1 activator 99 and TLR4 MyD88 comp 11.
For Cc1ccccc1NC(=O)Cc1c(O)c2ccccc2[nH]c1=O the results were Efa HMGR inh -2, Redox H2O2 prof -4.8, NF-kB expr up 1.2, Hsp70 activator 0.3, APP 5'UTR act 8, STAT1 inh 0, STAT3 inh -2, STAT3 act 107, STAT1 activator 100 and TLR4 MyD88 comp -5.
`O=C(NCCc1c[nH]c2ccccc12)[C@@H]1C[C@H]1[C@@H](NP(=O)(c1ccccc1)c1ccccc1)c1ccccc1` gave Efa HMGR inh -9, Redox H2O2 prof 1.0, NF-kB expr up 0.73, Hsp70 activator -0.1, APP 5'UTR act 2, STAT1 inh 2, STAT3 inh -6, STAT3 act 102, STAT1 activator 98 and TLR4 MyD88 comp 5.
CCOc1ccccc1C1C(C(N)=O)=C(C)Nc2nc(-c3ccccc3Cl)nn21 (stereo not drawn) was read as Efa HMGR inh -2, Redox H2O2 prof 1.0, NF-kB expr up 0.83, Hsp70 activator -0.2, APP 5'UTR act 6, STAT1 inh -2, STAT3 inh -1, STAT3 act 103, STAT1 activator 102 and TLR4 MyD88 comp -16.
Cc1nc(NS(=O)(=O)c2ccc(Br)cc2)c2c3c(sc2n1)CCC3 was read as Efa HMGR inh 0, Redox H2O2 prof 1.8, NF-kB expr up 0.79, Hsp70 activator -0.2, APP 5'UTR act -11, STAT1 inh 7, STAT3 inh 10, STAT3 act 95, STAT1 activator 94 and TLR4 MyD88 comp -22.
`CC1CCN(c2nc3ccccn3c(=O)c2C=O)CC1` gave Efa HMGR inh 4, Redox H2O2 prof -0.2, NF-kB expr up 1.2, Hsp70 activator -0.2, APP 5'UTR act 15, STAT1 inh 0, STAT3 inh 4, STAT3 act 101, STAT1 activator 99 and TLR4 MyD88 comp -12.
Screening Cc1cc(C)c(NS(=O)(=O)c2ccc3c(c2)NC(=O)CC(=O)N3)c(C)c1 returned Efa HMGR inh -4, Redox H2O2 prof -0.1, NF-kB expr up 0.95, Hsp70 activator -0.4, APP 5'UTR act -2, STAT1 inh -6, STAT3 inh -6, STAT3 act 103, STAT1 activator 105 and TLR4 MyD88 comp -9.
`Cc1nn(CCc2nn[nH]n2)c2nc(-c3ccc(Br)cc3)cc(C(F)(F)F)c12` gave Efa HMGR inh -1, Redox H2O2 prof -0.8, NF-kB expr up 0.94, Hsp70 activator -0.2, APP 5'UTR act 1, STAT1 inh 0, STAT3 inh 24, STAT3 act 83, STAT1 activator 99 and TLR4 MyD88 comp 2.
For CCOc1cc(/C=C(\C#N)C(=O)Nc2ccccc2[N+](=O)[O-])ccc1OCc1cccc2ccccc12 the results were Efa HMGR inh -1, Redox H2O2 prof -0.4, NF-kB expr up 1.1, Hsp70 activator 0.4, APP 5'UTR act 0, STAT1 inh -3, STAT3 inh -10, STAT3 act 110, STAT1 activator 103 and TLR4 MyD88 comp 6.
For COc1cccc(C(=O)N(Cc2nc(-c3ccc(C)cc3)no2)C(C)C)c1 the results were Efa HMGR inh 0, Redox H2O2 prof -0.6, NF-kB expr up 0.89, Hsp70 activator -0.6, APP 5'UTR act 8, STAT1 inh 1, STAT3 inh 23, STAT3 act 83, STAT1 activator 92 and TLR4 MyD88 comp 19.
